Assay outcomes from PubChem BioAssay.
M. tuberculosis GlmU – inhibition of mycobacterial GlmU enzyme – biochemical, glucosamine-1-phosphate acetyltransferase (AID 1376) | inhibition, %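 (tested at 30 µM in the primary screen)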, or IC50 in µM where a hit was titrated | 220,000 tested, 0.25% active | M. tuberculosis GlmU acetyltransferase enzyme assay; higher % means a stronger effect; in the data active means inhibition above about 13%; inconclusive means no clear call, values can overlap the other calls;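 further: 0% = complete reaction with vehicle and 100% = reaction without substrate; strong numbers were not always called active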
Mtb RmlCD inh – blocks M. tuberculosis RmlC and RmlD coupled enzymes | RmlC+RmlD coupled enzyme assay, percent inhibition; primary screen in compound mixtures | inhibition, % at 3.6 µM | 160,000 tested, 0.03% active | AID 1533; in the data active means inhibition mostly above about 34%, no sharp cut-off; inconclusive means no clear call, values can overlap the other calls; inactive means mostly below about 22%; further: some results filed as inactive read as strong as hits
Target sequence (P9WH09 whole entry, looked up): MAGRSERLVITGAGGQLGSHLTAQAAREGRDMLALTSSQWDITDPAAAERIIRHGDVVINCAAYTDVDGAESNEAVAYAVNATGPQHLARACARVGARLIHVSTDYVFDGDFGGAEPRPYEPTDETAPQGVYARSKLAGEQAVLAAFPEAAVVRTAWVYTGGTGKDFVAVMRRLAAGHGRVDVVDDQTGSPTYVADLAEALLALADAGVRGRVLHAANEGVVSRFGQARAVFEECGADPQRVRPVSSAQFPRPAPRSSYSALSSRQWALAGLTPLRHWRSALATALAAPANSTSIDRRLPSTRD
Target sequence (P9WH11 whole entry, looked up): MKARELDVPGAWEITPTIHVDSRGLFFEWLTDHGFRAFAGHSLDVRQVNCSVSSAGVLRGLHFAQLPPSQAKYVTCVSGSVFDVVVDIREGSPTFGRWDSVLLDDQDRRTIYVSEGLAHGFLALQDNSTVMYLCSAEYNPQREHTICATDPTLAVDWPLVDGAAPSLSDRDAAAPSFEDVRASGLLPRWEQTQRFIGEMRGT
Active calls of the source: *; ? = inconclusive; / = not tested or not shown. This is a subset (hit frequency here may not be typical).

SMILES | M. tuberculosis GlmU | Mtb RmlCD inh
CN1C(=O)C(C(=O)NC(C)(C)C)C2c3ccccc3OC13CCCCC23 (stereo not drawn) | 1.4% | 12
CCOC(=O)C1CCN(C(=O)c2ccccc2Oc2ccccc2)CC1 | 1.8% | -5
CSc1cccc(NC(=O)NCc2cccc(CNC(=O)Nc3cccc(SC)c3)c2)c1 | -1.3% | /
Cc1cccc(C)c1NC(=S)N(Cc1cccs1)C1CCCC1 | 0.2% | 5
COc1ccc(NC(=O)N2c3ccccc3CC2C)cc1OC (stereo not drawn) | 7.2% | 4
O=C(OCc1cnc(Cl)s1)c1ccc(Cl)cc1 | -9.0% | -4
CCn1c(Cc2c(C)[nH]c3ccccc23)nnc1SCC(=O)NCc1ccco1 | 3.6% | /
COc1ccc(CCNC(=O)COc2ccc(C)nc2[N+](=O)[O-])cc1 | 3.6% | -7
COc1ccc(-c2cc(C(F)(F)F)n3nc(C(=O)O)cc3n2)cc1OC | 6.4% | /
C/C(=C\c1ccc(C)o1)C(=O)c1c(C)cc(C)[nH]c1=O | -6.7% | 5
O=C(CSCc1ccccc1Br)N/N=C/c1ccc2c(c1)OCO2 | 3.4% | 3
CCC(=O)N(Cc1ccco1)c1nc(-c2ccc(OC)cc2)cs1 | 2.6% | /
COc1cc(O)c2c(=O)cc(-c3ccccc3)oc2c1 | -4.1% | 8
CC(SCc1ccccc1)C(=O)N/N=C/c1ccc2c(c1)OCO2 (stereo not drawn) | 0.2% | 0
C[C@@]12CCC=C[C@H]1[C@H](c1ccc(/C=C/c3ccccc3)cc1F)N(Cc1ccccc1)C2=O | -1.4% | /
CC1(C)SC(=Nc2ccccc2)N(S(=O)(=O)c2ccccc2)C1=O | -1.5% | 4
CC(NC(=O)c1cncc(Br)c1)c1ccc(S(N)(=O)=O)cc1 (stereo not drawn) | 6.9% | -6
CCOC(=O)c1ccc(NC(=O)c2nc[nH]c2C(=O)N[C@@H](C)C(=O)OC(C)(C)C)cc1 | 4.6% | -13
CCC1CCCCN1C(=O)CSc1nnc(CNC(=O)c2cc(OC)c(OC)c(OC)c2)o1 (stereo not drawn) | 1.0% | 15
O=C(CO/N=C/c1ccc(OC(F)F)cc1)NCc1cccs1 | 3.1% | /
CCOC(=O)Nc1sc(=S)n(C)c1C | 0.5% | -7
CC/C(O)=C1\C(=O)CC(C)(C)CC1=NCCc1nc2ccccc2[nH]1 | 1.1% | 11
O=C1OCCC1Sc1nc2ccccc2c(=O)n1Cc1ccccc1 (stereo not drawn) | 2.5% | -4
CCOC(=O)CSc1nc(C)cc(C)n1 | 0.7% | /
CC(C)c1ccc(NS(=O)(=O)c2ccc(Cl)nc2)cc1 | 6.5% | 2
Clc1ccc(-n2nnnc2SCc2c(-c3ccccc3)nc3sccn23)cc1 | 7.7% | -11
CCOc1ccc(CCNC(=O)c2ccc(CNS(=O)(=O)c3ccccc3)cc2)cc1OCC | 0.9% | 2
O=C1CSC(c2ccc(Cl)cc2)N1Nc1nc(N2CCOCC2)nc(N2CCOCC2)n1 (stereo not drawn) | 4.8% | 1
CC(C)NC(=O)CC(=O)N/N=C/c1ccc(F)cc1 | -4.0% | 10
CCOC(=O)CSc1nnc([C@H](C)NC(=O)OC(C)(C)C)o1 | -2.8% | /
COc1ccc(C(=O)C2CCCN(Cc3c[nH]c4ccccc34)C2)c(OC)c1 (stereo not drawn) | -0.6% | -10
O=C(Cc1ccccc1)N1CCCC1c1ccccc1 (stereo not drawn) | -4.7% | -7
COc1ccc(-c2[nH]c(-c3ccccc3)nc2SCC(=O)Nc2nccs2)cc1 | -2.9% | /
COc1ccc(C(C)(C)C)cc1S(=O)(=O)n1ccnc1C | 0.8% | -12
CCOc1cccc(C(=O)NC(=S)Nc2ccc(N3CCCC3)cc2)c1 | -2.9% | 8
Cc1ccc(NC(=O)CCSc2nc(C)cc(C)n2)cc1 | 5.8% | -59
Cn1cccc1/C=C1\C(=O)NC(=O)N(Cc2ccccc2Cl)C1=O | -5.9% | 4
CC1=NN(CCC#N)C(=O)/C1=C/c1ccc(N(C)C)cc1 | -1.6% | 10
O=C1c2ccc([N+](=O)[O-])cc2NC(c2ccco2)N1/N=C/c1ccco1 (stereo not drawn) | -3.4% | 13
CCOc1ccc(CN2CCC(C(=O)N3CCN(c4ccccc4F)CC3)CC2)cc1OC | 1.5% | 4
COC(=O)C1=C(c2ccccc2)C[C@@H]2CC[C@H]1N2C(=O)NCCNC(C)=O | -4.4% | /
O=C(O)CCn1ccnc1-c1ccccc1 | 3.5% | /
COCCNC(=O)CSc1nc(N)c(NC(=O)c2ccccc2F)c(=O)[nH]1 | 2.4% | -9
O=C(Cn1ncc2c3ccccc3n(Cc3ccc(F)cc3)c2c1=O)N1CCC2(CC1)OCCO2 | 2.5% | 9
O=C(COC(=O)/C=C/C(=O)OCC(=O)NC12CC3CC(CC(C3)C1)C2)NC12CC3CC(CC(C3)C1)C2 | 4.3% | 16
COc1ccc(OC)c(-n2c(C)cc(C=O)c2C)c1 | 3.7% | /
CC(NC(=O)COC(=O)CCNC(=O)c1ccco1)C12CC3CC(CC(C3)C1)C2 (stereo not drawn) | 1.4% | /
COc1cccc(C2Oc3ccccc3C3CC(c4cccs4)=NN32)c1 (stereo not drawn) | 0.2% | 5
Cc1ccc2c(c1)c(=O)c1c3n2CCN(CC#N)C3CC1 (stereo not drawn) | 6.8% | 4
O=P(OCC1CC1)(c1ccccc1)c1ccccc1 | 4.9% | -4
Nc1c(C(=O)NCCc2ccc(Cl)cc2)sc2ccc(S(=O)(=O)N3CCCCC3)cc12 | -3.4% | 12
Cc1oc(-c2ccc(Cl)cc2)cc1C(=O)O | -2.3% | 3
Cc1ccc(CNn2cnnc2SCc2ccc(F)cc2)cc1 | -1.7% | /
O=C(c1ccc(C(F)(F)F)cc1)N1CCC(=O)N(C(COCc2ccccc2)Cc2ccccc2)CC1 (stereo not drawn) | 0.1% | /
CCc1ccc(NC(=O)CSc2nc3ccccc3c(=O)n2CCCN2CCC(C)CC2)cc1 | -3.1% | 4
O=C(NCC1(N2CCCCC2)CCCCC1)c1ccc(S(=O)(=O)N2CCCC2)cc1 | 7.4% | 1
O=C(c1ccco1)N(CCC(c1ccccc1)c1ccco1)Cc1ccc(F)cc1 (stereo not drawn) | 1.7% | /
COc1ccc(CCNC(=O)CCn2c(=O)[nH]c3cc(OC)c(OC)cc3c2=O)cc1OC | -4.0% | /
CC(=O)Oc1ccccc1C1=NN(C(=O)/C=C/c2ccccc2)C(c2ccccc2)C1 (stereo not drawn) | -0.5% | 9
O=C(CNC1CCCCC1)Nc1ccc([N+](=O)[O-])cc1C(=O)Nc1ccccc1F | 5.9% | -6
Next section.
SMILES | M. tuberculosis GlmU | Mtb RmlCD inh
NC1C2CN(c3nc4c(cc3F)c(=O)c(C(=O)O)cn4-c3ccc(F)cc3F)CC12 (stereo not drawn) | -3.2% | 6
O=C1CCC(C(=O)OCC(=O)C23CC4CC(CC(C4)C2)C3)N1 (stereo not drawn) | 6.3% | /
CCOC(=O)c1nnn(-c2nonc2N)c1-c1ccc(Br)cc1 | -7.1% | -1
Cn1c(CNC(=O)c2ccccc2F)nnc1SCc1ccc(Cl)cc1 | -2.5% | /
OC1(c2cccc(C(F)(F)F)c2)CCN(Cc2nnnn2Cc2ccccc2)CC1 | -3.0% | 5
COc1cc(C(=O)OCCN2CCOCC2)ccc1O | 1.4% | /
CCOc1ccc2c(c1)nc(C)n2C | -1.1% | -7
CCC(=O)Nc1ccc(Br)cn1 | 3.8% | 7
Cc1nc(S(=O)(=O)c2cccc(Cl)c2)nc2c1CCC2 | / | 12
O=C(CSc1cn(CCNC(=O)c2cccs2)c2ccccc12)NCC1CCCO1 (stereo not drawn) | 2.6% | /
Cc1ccc(C(=O)NCCCNc2ccccc2[N+](=O)[O-])cc1 | 3.8% | -6
O=[N+]([O-])c1cc(-c2cnc3ccccc3n2)ccc1Oc1ccc(F)cc1 | 1.7% | 1
CCSCc1nnc(SCC(=O)Nc2nc(C)cs2)n1C | 0.3% | -9
Nc1nnn(CC(=O)N/N=C/C=C/c2ccccc2)n1 | -5.6% | /
COc1ccc(OC)c(NC(=O)CC(NC(C)=O)c2ccccc2)c1 (stereo not drawn) | -0.9% | -10
Cc1ccc(NC(=S)NCCc2ccccc2)nc1 | -0.2% | ?
Cc1ccccc1NC(=O)c1sc(Cl)nc1C | -1.1% | -10
CNC(=O)CSc1nc(-c2ccccc2)c(-c2ccccc2)o1 | 3.0% | 1
CCOC(=O)c1ccc(S(=O)(=O)Nc2cc(C(C)(C)C)no2)cc1 | 2.9% | 2
CCOC(=O)N1CCC(NC(=O)C2CCCN(S(=O)(=O)c3cccnc3)C2)CC1 (stereo not drawn) | 3.0% | -8
CN(C)C=NC(=O)c1cccn1-c1ncc(C(F)(F)F)cc1Cl | -3.7% | 4
COC(=O)c1ccccc1NC(=O)NC1CC1 | -2.5% | 12
COc1cc(-c2cc(C(=O)Nc3ccccc3N3CCOCC3)c3ccccc3n2)cc(OC)c1OC | 0.1% | -8
CC1CCCCN1C(=O)c1cc2nc(-c3ccccc3)cc(-c3ccccc3)n2n1 (stereo not drawn) | -0.2% | /
O=C(CCCc1ccccc1)N1CCN(c2ccc([N+](=O)[O-])cc2)CC1 | -3.3% | /
O=C1CC(C(=O)Nc2ccc(Cl)cc2[N+](=O)[O-])C2(CCCCC2)O1 (stereo not drawn) | 0.7% | 4
CCOC(=O)Cc1csc(NC(=O)C(C)(C)C)n1 | 2.7% | 0
Cc1ccc(/C=C2\SC(=S)N(CCCC(=O)Nc3ccccn3)C2=O)cc1 | 3.7% | /
FC(F)(F)c1nc(-c2ccccc2)ncc1-c1nnnn1-c1ccccc1 | -3.3% | 1
CCOC(=O)c1c(NC(=O)C2C3C=CC(C3)C2C(=O)O)sc2c1CCCC2 (stereo not drawn) | 2.2% | 6
NC(=O)c1ccc(-n2nnnc2SCc2ccc(F)cc2)cc1 | -3.9% | /
COC(=O)[C@@H]1CCCN1Cc1c(C(=O)N2CCOCC2)nc2c(C)cccn12 | 2.4% | /
CCn1c(=O)cc(OCC(=O)N2CCCCCC2)c2ccccc21 | -1.2% | 4
COC(=O)c1ccc(C)c(NC(=O)c2ccc(Cn3cc([N+](=O)[O-])cn3)o2)c1 | 0.2% | /
CCn1c(-c2ccc(C(C)(C)C)cc2)n[nH]c1=S | 5.3% | 11
COc1ccc(/C=C\C(=O)NCc2ccc3c(c2)cc(C)n3C)cc1OC | -6.8% | /
COc1cccc2cc(C(=O)OC3CCN(C)CC3)c(=O)oc12 | 8.2% | 6
COCCNC(=O)Cn1cc(C(=O)c2ccco2)c2ccccc21 | 9.5% | 2
O=C(NC1CCCCC1)c1ccc(S(=O)(=O)c2ccccc2)cc1 | -2.2% | 7
CCCc1cc(=O)n2[nH]c(C)cc2n1 | 0.7% | -4
Cc1ccc(CCNC(=O)C2CCCN(S(=O)(=O)c3c(C)noc3C)C2)cc1 (stereo not drawn) | 0.0% | /
NC(=S)NNc1ccnc2cc(Cl)ccc12 | 1.1% | -7
O=C(Cn1c(=S)nc2ccccn21)N1CCc2ccccc2C1 | -1.3% | /
COc1ccc(N=C2NC(=O)C(CC(=O)NCCc3ccc(OC)c(OC)c3)S2)cc1 (stereo not drawn) | 3.5% | -6
Cc1ccc(C)c(Cn2c(O)c(N=NC(=S)Nc3ccccc3F)c3ccccc32)c1 | -2.3% | -14
C1=C(C(c2nnnn2C2CCCCC2)N2CCCCC2)COc2ccccc21 (stereo not drawn) | 8.0% | 4

In the list so far, 13 have a Cl atom:
SMILES | M. tuberculosis GlmU | Mtb RmlCD inh
O=C(OCc1cnc(Cl)s1)c1ccc(Cl)cc1 | -9.0% | -4
CC(C)c1ccc(NS(=O)(=O)c2ccc(Cl)nc2)cc1 | 6.5% | 2
Clc1ccc(-n2nnnc2SCc2c(-c3ccccc3)nc3sccn23)cc1 | 7.7% | -11
O=C1CSC(c2ccc(Cl)cc2)N1Nc1nc(N2CCOCC2)nc(N2CCOCC2)n1 (stereo not drawn) | 4.8% | 1
Cn1cccc1/C=C1\C(=O)NC(=O)N(Cc2ccccc2Cl)C1=O | -5.9% | 4
Nc1c(C(=O)NCCc2ccc(Cl)cc2)sc2ccc(S(=O)(=O)N3CCCCC3)cc12 | -3.4% | 12
Cc1oc(-c2ccc(Cl)cc2)cc1C(=O)O | -2.3% | 3
Cn1c(CNC(=O)c2ccccc2F)nnc1SCc1ccc(Cl)cc1 | -2.5% | /
Cc1nc(S(=O)(=O)c2cccc(Cl)c2)nc2c1CCC2 | / | 12
Cc1ccccc1NC(=O)c1sc(Cl)nc1C | -1.1% | -10
CN(C)C=NC(=O)c1cccn1-c1ncc(C(F)(F)F)cc1Cl | -3.7% | 4
O=C1CC(C(=O)Nc2ccc(Cl)cc2[N+](=O)[O-])C2(CCCCC2)O1 (stereo not drawn) | 0.7% | 4
NC(=S)NNc1ccnc2cc(Cl)ccc12 | 1.1% | -7
